Bioassay records (PubChem BioAssay)
Pf growth 48h: inhibits P. falciparum growth in the first generation, 48 h; Potency, µM (top dose mostly 28.7 µM), for the others: at the top dose activity change, negative = inhibition, actives largely listed as inhibitors; 310,000 compounds, 5.9% hits; P. falciparum luciferase growth in erythrocytes, 48 h; also: potency is read from the fitted curve at half-maximal effect; % is scaled to controls: 0 for no effect and ±100 for the full control effect
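Cell-based growth assay: transgenic P. falciparum expressing firefly luciferase, cultured in red cells within RPMI 1640 containing 0.5% w/v Albumax, 24 mM bicarbonate and gentamycin. A drop in luciferase activity indicates inhibition.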
TbPYK inhibitor: blocks Trypanosoma brucei pyruvate kinase | TbPYK enzyme, Kinase-Glo Plus ATP luminescence, 45 min | Potency, µM (doses to about 76.8 µM), for inactives: at the top dose activity, negative = inhibition, most hits filed as inhibitors | 410,000 compounds, 0.12% hits; also: potency is read from the fitted curve at half-maximal effect; % is scaled to controls: 0 for no effect and ±100 for the full control effect; nearly all actives have a fitted effect of over 50% in size
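Luminescent Kinase-Glo Plus end-point after 45 min room-temperature reaction of T. brucei pyruvate kinase started with 130 uM ADP (final). Buffer TEA 50 mM pH 7.2 with KCl, MgCl2, BSA, Tween-20; titration-based qHTS with fitted concentration-effect curves.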
Pf growth 96h: P. falciparum growth inhibition at 96 hour, primary screen for plastid delayed-death inhibitors; Potency, µM (series often up to 28.7 µM), inactives show at the highest dose activity change, negative = inhibition, usual class: inhibitors; P. falciparum luciferase reporter growth, 96 h; 320,000 compounds, 6.9% hits; also: potency is read from the fitted curve at half-maximal effect; % is scaled to controls: 0 for no effect and ±100 for the full control effect
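Two parasite generations (96 h, 37 C, 5% CO2) of compound exposure in infected erythrocytes (0.05% parasitemia, 2% hematocrit). Luciferase-reporter P. falciparum; decreased luminescence indicates inhibited growth, aimed at apicoplast-acting delayed death.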
Shiga inhibitor: inhibitors of Shiga toxin in Vero cells; Vero cells, Shiga toxin protein synthesis inhibition reporter; inhibition, % at 38.7 µM; 290,000 compounds, 9.2% hits; in the data active = inhibition mostly above about 28%, no sharp cut-off; inactive = mostly below about 43%; also: 0% is about no effect
LmPK inh: inhibitors of Leishmania mexicana pyruvate kinase; purified LmPK, Kinase-Glo ATP luminescence, 1 h; Potency, µM (highest dose often 57.5 µM), for the others: top-dose activity change, negative = inhibition, usual class: inhibitors; 290,000 compounds, 0.37% hits; AID 1721; also: potency is read from the fitted curve at half-maximal effect; % is scaled to controls: 0 for no effect and ±100 for the full control effect
Target sequence (Q27686 whole entry, looked up): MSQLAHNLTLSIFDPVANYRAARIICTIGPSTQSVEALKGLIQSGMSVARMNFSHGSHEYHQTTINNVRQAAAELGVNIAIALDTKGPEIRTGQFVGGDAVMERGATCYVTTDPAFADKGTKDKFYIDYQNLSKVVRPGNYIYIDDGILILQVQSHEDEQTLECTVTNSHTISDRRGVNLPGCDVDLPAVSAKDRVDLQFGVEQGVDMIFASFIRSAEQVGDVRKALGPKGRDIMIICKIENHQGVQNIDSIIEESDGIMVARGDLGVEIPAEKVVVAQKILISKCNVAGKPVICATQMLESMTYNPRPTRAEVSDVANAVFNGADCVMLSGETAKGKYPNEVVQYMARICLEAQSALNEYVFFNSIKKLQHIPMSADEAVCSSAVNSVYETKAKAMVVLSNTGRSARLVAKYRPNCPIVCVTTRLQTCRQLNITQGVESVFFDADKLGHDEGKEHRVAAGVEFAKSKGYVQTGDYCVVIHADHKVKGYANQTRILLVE
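In 50 mM imidazole pH 7.2 with 7 mM MgCl2, LmPK (0.1 nM) turned over PEP (0.5 mM) and ADP (0.1 mM) for 1 h at room temperature. Luciferase read-out of ATP.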
HCV inhibitor: inhibitors of hepatitis C virus infection; 340,000 compounds, 3.4% hits; Potency, µM (series often up to 41.8 µM), inactives show at the top dose activity change, negative = inhibition, hits mostly inhibitors; AID 651820; Huh7.5.1 HCVcc-Cre infection, luciferase reporter, 44 h; also: potency is read from the fitted curve at half-maximal effect; % is scaled to controls: 0 for no effect and ±100 for the full control effect
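Antiviral activity was scored by luciferase reporter output from cells infected with HCVcc-Cre (~0.5 moi) in presence of compound, 44 h infection period, cells seeded 1,000/well 4 h prior.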
CHX counter: counter-screen for Shiga toxin inhibitors: cycloheximide protein synthesis inhibition; max response, %; cell reporter, cycloheximide protein synthesis inhibition counterscreen; AID 2314; 300,000 compounds, 12% hits; in the data active = max response mostly above about 13%, no sharp cut-off; inactive = mostly below about 14%; also: read at 38.3 µM for the half of the compounds with a filed dose; 0% is about no effect
Active calls of the source: *; ? = inconclusive; . = no result given; & = joins results of further samples; [ ] = dose if it differs, or a comment. Unless noted, calls follow the shape of the dose curve; as a rule, active = well fitted curve in the direction sought with a large enough effect; inconclusive = small, poorly fitted or top-dose-only effect, or another doubt; inactive = no such curve, though single readings can be large; an effect the other way counts as inactive or inconclusive.

SMILES	Pf growth 48h	TbPYK inhibitor	Pf growth 96h	Shiga inhibitor	LmPK inh	HCV inhibitor	CHX counter
CC1CC(=O)NN=C1c1ccc(N)c([N+](=O)[O-])c1 (configuration not stated)	26%	-7%	4%	-6	1%	12%	-1
c1csc(Cc2nn3c(-c4n[nH]c5c4CCC5)nnc3s2)c1	?	?	?	-10	-2%	?	10
N#CCSc1nc2cc(C(=O)N3CCCC3)ccc2c(=O)n1Cc1ccccc1	?	0%	19%	-12	6%	?	-6
CC1CCN(Cc2c(O)ccc3c2O/C(=C\c2ccco2)C3=O)CC1	15µM*	-10%	10µM*	-10	5%	7%	-1
CNC(=O)c1[nH]nc2c1CCc1cc(OC)ccc1-2	?	2%	5%	87*	-9%	?	57*
O=C(c1ccc(F)cc1)N1CCCN(c2nc(-c3ccccc3)ns2)CC1	-4%	0%	4%	2	1%	-3%	-2
O=C(Nc1cccc(-c2cscn2)c1)C1CCN(Cc2ccc(CO)o2)CC1	3%	-11%	-27%	-2	5%	-1%	-1
Cc1cc(Nc2ccc(Cl)cc2)nc(N2CCOCC2)n1	18%	5%	20%	28	-7%	?	7
O=C(CSCCO)N1CCc2ccccc21	15%	-10%	30%[activator]	-8	-3%	12%	-1
CCCc1cc(SCC(=O)Nc2c(C)n(C)n(-c3ccccc3)c2=O)n2c(nc3ccccc32)c1C#N	.	0%	?	-12	4%	19%	-1
Cc1c(Cl)c([N+](=O)[O-])nn1CC(=O)N1CCc2ccccc2C1	53%[activator]	0%	?	-9	9%	27%	-1
CSc1ccc(C(=O)C2CCCN(C(=O)c3ccc(C)nc3)C2)cc1 (configuration not stated)	1%	2%	-20%	17	4%	-1%	-1
COc1ccc(NS(=O)(=O)c2cc3c(cc2C)NC(=O)CO3)c(OC)c1	12%	-6%&11%	-6%	-3	-1%	-2%	-1
O=C(NCC1CCCN1S(=O)(=O)c1cccs1)C(=O)Nc1ccccc1 (configuration not stated)	11%	4%	35%[activator]	.	.	3%	.
Cc1ccc(/C=C2\SC(=S)N(CCC(=O)NNC(=O)c3cccc(O)c3)C2=O)cc1	20%	-6%	-10%	12	-1%	-16%	17
CCCCCCC(=O)N1CCC(c2nc3c(nnn3Cc3ccccc3Cl)c(=O)[nH]2)CC1	13µM*	1%	?	-8	-8%	?	2
O=C(COc1ccc(F)cc1)NCCN1CCCC1	-1%	-6%	?	-4	-8%	9%	2
COc1ccc(CN(C)C2CCN(C)CC2)cc1OC	-1%	7%	0%	1	5%	-8%	-1
COc1cc(/C=N/NC(=O)C2(O)c3ccccc3-c3ccccc32)ccc1O	15%	-3%	-3%	1	-2%	1%	-1
Cc1cccc(N2CCN(C(=O)c3cc4cc(F)ccc4[nH]3)CC2)c1C	1.7µM*	-9%	13µM*	67	-2%	-6%	3
CC(=O)c1cccc(NC(=O)c2cc3nc(C)cc(C)n3n2)c1	148%[activator]	-4%	.	53*	-9%	?	27*
COc1ccc(Cl)cc1N1C(=O)c2cccnc2C1=O	18%	0%	20%	-6	4%	18%	-3
Cc1ccccc1Nc1nc(N)nc(CSc2nc3ccccc3c(=O)n2CCCO)n1	7.4µM*	?	.	22	-5%	?	-2
Cc1ccccc1Nc1nc(N)nc(COC(=O)c2cccc(S(=O)(=O)N(C)c3ccccc3)c2)n1	?	-6%	5.9µM*	13	0%	?	-2
CCOc1cc(C(=O)Nc2cc(C(=O)OC)ccc2C)ccc1OCC(=O)N1CCOCC1	-16%	1%	18%	.	.	-11%	.
(next part)
SMILES	Pf growth 48h	TbPYK inhibitor	Pf growth 96h	Shiga inhibitor	LmPK inh	HCV inhibitor	CHX counter
Cc1ccc(Cl)cc1NC(=O)CCC(=O)NCc1ccco1	1%	-3%	?	-7	0%	17%	10
CCn1c(C)cc(O)cc1=O	12%	-2%	19%	15	10%	9%	-1
Cc1nc(NC(=O)c2ccccc2)sc1-c1csc(Nc2ccc(F)cc2)n1	?	.	3.7µM*	22	-10%	.	10
COC(=O)c1c(NC(=O)C(=O)N2CCOCC2)sc2c1CCC2	3%	5%	13%	-3	-2%	-10%	14
Cc1ccc(C)c(Nc2ncnc3nc[nH]c23)c1	.	-4%	-17%	-15	-3%	7%	-7
COc1cc(C=O)ccc1OCCOCCOc1ccccc1Cl	27%	-7%	?	15	3%	11%	7
Cc1cc(C)n2nc(-c3ccc(Br)cc3)cc2n1	157%[activator]	0%	16%	.	5%	17%	26*
Cc1onc(-c2ccccc2)c1-c1csc(N/N=C/c2ccccc2Cl)n1	-5%	-4%	10%	8	6%	-1%	-2
Cc1nc(NCCOc2ccccc2)sc1C(=O)Nc1ccccc1	68%[activator]	3%	66%[activator]	92*	-18%	-29%	59*
CCCCCn1c(N)c(-c2nc3ccccc3o2)c2c([N+](=O)[O-])nn(CC)c(=O)c21	-4%	-7%	?	-3	0%	0%	-4
O=C(OCC(=O)N(C1CCCCC1)C1CCCCC1)c1ccc(O)cc1	8.3µM*	-4%	?	-4	-5%	9%	-1
CC1CC(C)CN(C(=O)C2CCN(S(=O)(=O)c3ccc4c(c3)CC(C)N4C(=O)C3CC3)CC2)C1 (configuration not stated)	?	-2%	43%[activator]	-3	-5%	-2%	-2
O=C1CSC(c2ccccc2)N1c1ccc(F)cc1F (configuration not stated)	15%	-5%	3%	-7	6%	29%	-2
Cc1nc2ccc(C(=O)N3CCN(c4ccccn4)CC3)cc2s1	0%	-7%	0%[5.75 µM]	-16	-4%	8%	4
Cc1ccc(OCCn2cc(/C(N)=N/O)c3ccccc32)cc1C	-21%	7%	61%[activator]	2	4%	?	-2
CC(C)(C)c1ccc(NC(=O)c2c(F)cccc2Cl)cc1	?	-1%	9.3µM*	55*	3%	?	31*
O=C(c1cc(COc2cccc(C(F)(F)F)c2)on1)N1CCC(c2ccccc2)CC1	5%	6%	?	3	1%	-23%	8
CC(C)c1ccc(N2C(=O)NC(=O)/C(=C/C=C/c3ccco3)C2=O)cc1	15%	-26%	79%[activator]	-3	0%	?	-2
O=C(CN1CCN(c2nc(-c3ccccc3)cs2)CC1)NNC(=O)c1ccc(Br)cc1	2%	-11%	17%	-5	-3%	-13%	-3
CN1CCN(c2ccccc2NC(=O)c2cccc([N+](=O)[O-])c2)CC1	-19%	-4%	43%[activator]	19	1%	-9%	0
Cc1cc(N2CCC(C)CC2)n2nc(C)c(-c3ccccc3)c2n1	13%	1%	2%	-10	-1%	-19%	-1
COC(=O)c1ccc(N2CCN(S(=O)(=O)c3ccc4ccccc4c3)CC2)c([N+](=O)[O-])c1	?	-3%	-20%	-7	5%	?	8
COC(=O)C(NC(=O)c1ccccc1)c1ccccc1 (configuration not stated)	11%	1%	-16%	11	-6%	11%	-4
CSc1ccc(CCNC(=O)CCc2nnc3ccc(N4CCCCC4)nn23)cc1	-17%	2%	16%	-4	-2%	?	1
Cc1cc(C)c2oc(-c3cccc(NC(=O)c4ccc(F)cc4)c3)nc2c1	.	-3%	7%	4	3%	7%	-5
Continuation.
SMILES	Pf growth 48h	TbPYK inhibitor	Pf growth 96h	Shiga inhibitor	LmPK inh	HCV inhibitor	CHX counter
COc1ccc(/C=C(\NC(=O)c2cccs2)C(=O)Nc2ccc(C)cc2)cc1OC	11%	1%	46%[activator]	15	1%	-11%	-5
COc1cc([N+](=O)[O-])c2ncsc2c1	14%	8%	19%	6	-2%	2%	-2
CCC(C)n1cnc2c(c1=O)c1nc3ccccc3nc1n2Cc1ccc(OC)cc1 (configuration not stated)	?	1%	?	-12	1%	?	-2
COC(=O)c1cc2sccc2n1CC(=O)Nc1cccc(SC)c1	-14%	-1%	3.3µM*	-5	5%	-3%	-2
COC(=O)c1sccc1NC(=S)N1CCC(C)CC1	1%	2%	?	14	1%	-13%	-5
CCc1nc(N2CCN(C(=O)c3ccccc3)CC2)c2c3c(sc2n1)CCCC3	?	1%	113%[activator]	4	3%	?	1
COc1cc2c(cc1OC)C1=C(C#N)COCN1CC2	?	-8%	3.7µM*	-12	2%	-10%	-3
O=C(c1cc(-c2ccncc2)nc2ccccc12)N1CCN(c2ccccc2O)CC1	12µM*	5%	4.7µM*	-7	-9%	-27%	-1
Cc1cc(C)nc(SCC(=O)Nc2ncc(Cc3cccc(Cl)c3)s2)n1	-13%	-11%	?	-13	3%	-27%	-1
COc1cc(C)ccc1Oc1ncnc(N)c1[N+](=O)[O-]	4%	1%	?	-3	8%	7%	-4
CCCCS(=O)CC(O)COCC (configuration not stated)	.	3%	9%	-11	6%	?	1
CCOc1ccc(NC(=O)CN(C)C(=O)c2ccc(N3CCCC3)c([N+](=O)[O-])c2)cc1OCC	?	3%	?	.	.	?	.
CC(C)(C)c1ccc(S(=O)(=O)NCc2ccc(C(=O)NCc3ccccn3)cc2)cc1	-16%	-4%	0%	-7	2%	-1%	1
Cc1ccc(C)c(NC(=O)CSc2nnc([C@@H](N)Cc3c[nH]c4ccccc34)o2)c1	?	0%	?	-7	1%	5%	-2
Cc1ccc(C(=O)NCCCNC(=O)c2cccnc2)cc1	0%	2%	?	-15	-3%	17%	-6
CC(C)CCNC(=O)c1c(CSc2ccccc2)noc1C(=O)NCc1ccccc1	?	1%	13µM*	-8	2%	14%	-4

Entries from the list above with a nitro group on carbon (8):
SMILES	Pf growth 48h	TbPYK inhibitor	Pf growth 96h	Shiga inhibitor	LmPK inh	HCV inhibitor	CHX counter
CC1CC(=O)NN=C1c1ccc(N)c([N+](=O)[O-])c1 (configuration not stated)	26%	-7%	4%	-6	1%	12%	-1
Cc1c(Cl)c([N+](=O)[O-])nn1CC(=O)N1CCc2ccccc2C1	53%[activator]	0%	?	-9	9%	27%	-1
CCCCCn1c(N)c(-c2nc3ccccc3o2)c2c([N+](=O)[O-])nn(CC)c(=O)c21	-4%	-7%	?	-3	0%	0%	-4
CN1CCN(c2ccccc2NC(=O)c2cccc([N+](=O)[O-])c2)CC1	-19%	-4%	43%[activator]	19	1%	-9%	0
COC(=O)c1ccc(N2CCN(S(=O)(=O)c3ccc4ccccc4c3)CC2)c([N+](=O)[O-])c1	?	-3%	-20%	-7	5%	?	8
COc1cc([N+](=O)[O-])c2ncsc2c1	14%	8%	19%	6	-2%	2%	-2
COc1cc(C)ccc1Oc1ncnc(N)c1[N+](=O)[O-]	4%	1%	?	-3	8%	7%	-4
CCOc1ccc(NC(=O)CN(C)C(=O)c2ccc(N3CCCC3)c([N+](=O)[O-])c2)cc1OCC	?	3%	?	.	.	?	.
